HT1080 IDH1KD tx: HT-1080 IDH1 knockdown cell toxicity (counter line); HT-1080 IDH1 knockdown viability, ATP luminescence, 48 h; Potency, µM (titrated, usually from 46.1 µM), inactives show top-dose activity, negative = toxicity, most hits filed as cytotoxic; 360,000 tested, 2% active;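 also: 0% = DMSO wells and -100% = cell-free medium wells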
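CellTiter-Glo luminescence after 48 h compound exposure at 37 degrees C of IDH1-knockdown HT-1080 cells in 5% FBS RPMI. %Activity scaled between DMSO wells and cell-free media wells, with curves fitted and assigned curve classes.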
SW480 rerep: inducers of DNA re-replication in SW480 colon cancer cells; SW480 DNA re-replication, Hoechst DNA content imaging, 48 h; Potency, µM (top dose mostly 46.1 µM), for inactives: at the highest dose re-replication activation, usual class: activators; 340,000 tested, 1.8% active; also: % of control where 0% means no effect; nearly all actives have a fitted effect of over 55% in size
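Hoechst fluorescence of nuclei (405 nm excitation, 500-530 nm emission) measured by plate-scanning imager after 48 hr compound exposure at 37 C; re-replication scored as increased number of nuclei with elevated intensity.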
KB-V1 MDR tox: KB-V1 MDR subline cytotoxicity | 400,000 tested, 3.4% active | Potency, µM (highest dose often 46.1 µM), inactives show at the highest dose activity change, negative = cytotoxicity, most hits filed as cytotoxic | KB-V1 MDR cells viability, CellTiter-Glo, 72 h; also: % is scaled to controls: 0 for no effect and ±100 for the full control effect; nearly all actives have a fitted effect of over 60% in size
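Cells of the MDR subline KB-V1 are plated, dosed with compound at multiple concentrations, and incubated 72 h at 37 degrees C; CellTiter-Glo is then added and luminescence read after 10 min.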
GLP-1R inv ag: acts as inverse agonist at human GLP-1 receptor; HEK293 GLP-1R CRE-luciferase, luminescence, 24 h; GLP-1R form is constitutively active; Potency, µM (highest dose often 38.3 µM), for inactives: at the highest dose activity change, negative = inhibition, usual class: inhibitors; 410,000 tested, 1.6% active; also: % is scaled to controls: 0 for no effect and ±100 for the full control effect; nearly all actives have a fitted effect of over 55% in size
Target sequence (P43220 whole entry, looked up): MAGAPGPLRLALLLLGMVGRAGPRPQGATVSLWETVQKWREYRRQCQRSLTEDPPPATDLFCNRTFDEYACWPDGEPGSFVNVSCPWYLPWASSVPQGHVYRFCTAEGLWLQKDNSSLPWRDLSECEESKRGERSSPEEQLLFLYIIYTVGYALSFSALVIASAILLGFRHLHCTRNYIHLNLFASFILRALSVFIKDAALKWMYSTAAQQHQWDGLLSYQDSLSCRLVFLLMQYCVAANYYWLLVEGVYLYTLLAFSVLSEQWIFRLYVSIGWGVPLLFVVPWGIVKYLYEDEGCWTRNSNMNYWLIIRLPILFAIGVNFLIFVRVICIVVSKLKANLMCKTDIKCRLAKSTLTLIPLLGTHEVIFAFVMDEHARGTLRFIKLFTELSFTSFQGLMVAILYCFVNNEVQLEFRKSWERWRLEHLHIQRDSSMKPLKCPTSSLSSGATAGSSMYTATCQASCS
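HEK293 cells stably co-expressing a cAMP-responsive luciferase reporter and constitutively active GLP-1R were seeded, incubated 12 h, then exposed to compounds for 24 h at 37 C. Luminescence was read 12 min after detection reagent; inverse agonists lower signal.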
GLP-1R agonist: agonists of human GLP-1 receptor; Potency, µM (doses to about 45.6 µM), for inactives: at the top dose activation, most hits filed as activators; 380,000 tested, 0.007% active; HEK293 GLP-1R CRE-luciferase, luminescence, 4-6 h; cells express a hypersensitive GLP-1R form; AID 624172; also: % of control where 0% means no effect
TDP43 rescue: TDP-43 toxicity inhibition in yeast | TDP-43 expressing yeast growth rescue, BacTiter-Glo, 24 h | Potency, µM (doses to about 46.1 µM), inactives show at the highest dose growth rescue (activation), most hits filed as activators | 410,000 tested, 1.8% active | AID 652104; also: % of control where 0% means no effect; nearly all actives have a fitted effect of over 50% in size
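Cell-based yeast growth screen: TDP-43 expression induced in galactose, inoculum OD600=0.02 after raffinose pregrowth to mid-log. Read-out BacTiter-Glo luminescence at 24 hr, 30 deg C; inhibition of toxicity seen as signal increase.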
HEK293 tox: cytotoxic in the GLP-1 receptor inverse agonist counter-screen. HEK293 cAMP-luciferase reporter cells, luminescence, 24 h. Potency, µM (series often up to 38.3 µM), without a hit: top-dose activity change, negative = inhibition, actives largely listed as inhibitors. 410,000 tested, 0.13% active. AID 624418;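 also: loss of luciferase light is scored as toxicity; % is scaled to controls: 0 for no effect and ±100 for the full control effect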
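1536-well qHTS counterscreen of the MLSMR; 200 cells/uL, 12 h pre-incubation, 23 nL cpd, 24 h at 37 deg C 5% CO2, luciferase detection reagent, 12 min RT, luminescence. Inhibition = undesired.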
KB-3-1 cytotox: KB-3-1 parental cell cytotoxicity; Potency, µM (series often up to 46.1 µM), inactives show at the highest dose activity change, negative = cytotoxic, actives largely listed as cytotoxic; KB-3-1 viability, CellTiter-Glo ATP luminescence, 72 h; 400,000 tested, 1.4% active; also: % is scaled to controls: 0 for no effect and ±100 for the full control effect; nearly all actives have a fitted effect of over 60% in size
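Multi-concentration cytotoxicity screen in KB-3-1 cells grown in DMEM lacking phenol red with 10% FBS. After 72 h at 37 °C with compound, ATP-dependent luminescence was recorded.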
HT1080NT lethal: kills 2HG-producing HT-1080-NT fibrosarcoma cells; HT-1080-NT fibrosarcoma viability, CellTiter-Glo ATP luminescence, 48 h; Potency, µM (top dose mostly 46.1 µM), without a hit: at the top dose activity, negative = less viability, usual class: cytotoxic; 360,000 tested, 1.6% active; AID 686970;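 also: NT is the 2HG producing partner of a matched IDH1 knockdown line; 0% = DMSO-treated cells and -100% = media-only wells without cells; nearly all actives have a fitted effect of over 55% in size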
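Compounds were tested in concentration-response format on HT-1080-NT cells for 48 hours at 37 degrees C. Cell viability came from CellTiter-Glo luminescence; curves were classified by r2, response magnitude and activity.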
Numbers without * were called inactive; ? = inconclusive; / = no result given; & = joins results of further samples; [ ] = remark or other dose. Calls follow the shape of the dose curve; as a rule, active = well fitted curve in the direction sought with a large enough effect; inconclusive = small, poorly fitted or top-dose-only effect, or another doubt; inactive = no such curve, though single readings can be large; an effect the other way counts as inactive or inconclusive. Potency is read from the fitted curve at half-maximal effect.

SMILES | HT1080 IDH1KD tx | SW480 rerep | KB-V1 MDR tox | GLP-1R inv ag | GLP-1R agonist | TDP43 rescue | HEK293 tox | KB-3-1 cytotox | HT1080NT lethal
CC(C(=O)Nc1ccc(S(=O)(=O)N2CCCC2)cc1)N1CCCC(C(N)=O)C1 (stereo not given) | -2% | 3% | 6% | 12% | -2% | 17% | 6% | 1% | 1%
O=C(O)CSCC(=O)Nc1ccc(Br)c(C(F)(F)F)c1 | 14% | -56%[inhibitor] | -4% | -10% | 10% | -4% | -7% | 2% | 9%
O=[N+]([O-])c1ccccc1S(=O)(=O)NCc1ccco1 | 11% | -15% | 30% | 15% | 11% | -6%[9.22 µM] | 8% | 1% | 13%
COC(=O)C1CSC2c3ccccc3C(=O)N12 (stereo not given) | -6% | 23% | 16% | 2% | 3% | 0% | 12% | -4% | -6%
CC(C)(C)c1ccc(S(=O)(=O)O/N=C2/CCCCC2c2ccc([N+](=O)[O-])cc2[N+](=O)[O-])cc1 (stereo not given) | 12% | 1% | 17% | 2% | -1% | 0% | -3% | -3% | 6%
O=C(O)CC(CC(=O)Nc1ccc(Oc2ccccc2)cc1)c1ccccc1 (stereo not given) | -2% | 12% | -3% | 8% | -1% | 2% | 9% | 16% | -5%
O=C(NCCNC(=O)Nc1ccc(Cl)cc1)Nc1ccc(Cl)cc1 | 19% | -1% | -1% | 1% | -5% | 21% | -8% | 12% | 14%
CCOC(=O)c1sc2nc(N3CCCC3)c3c(c2c1N)CC(C)(C)OC3 | -13% | 1% | 4% | 15% | 27% | 0% | 7% | 22% | -11%
CCC1CCCCN1CCCNC(=O)c1ccc(CS(=O)(=O)c2ccccc2C)o1 (stereo not given) | 7% | -30% | ? | -2% | 5% | 5% | -5% | 11% | -2%
CCCOC(=O)c1ccc(N2C(=O)c3ccccc3C2=O)cc1 | 10% | 0% | 0% | 27% | 2% | 10% | -15% | 1% | 15%

In a second layout: entries from further up.
mol	HT1080 IDH1KD tx	SW480 rerep	KB-V1 MDR tox	GLP-1R inv ag	GLP-1R agonist	TDP43 rescue	HEK293 tox	KB-3-1 cytotox	HT1080NT lethal
O=C(O)CC(CC(=O)Nc1ccc(Oc2ccccc2)cc1)c1ccccc1 (stereo not given)	-2%	12%	-3%	8%	-1%	2%	9%	16%	-5%
O=C(NCCNC(=O)Nc1ccc(Cl)cc1)Nc1ccc(Cl)cc1	19%	-1%	-1%	1%	-5%	21%	-8%	12%	14%
CCCOC(=O)c1ccc(N2C(=O)c3ccccc3C2=O)cc1	10%	0%	0%	27%	2%	10%	-15%	1%	15%

The results go on:
SMILES | HT1080 IDH1KD tx | SW480 rerep | KB-V1 MDR tox | GLP-1R inv ag | GLP-1R agonist | TDP43 rescue | HEK293 tox | KB-3-1 cytotox | HT1080NT lethal
COC(=O)CSc1nc(C)c(Oc2ccccc2)c(=O)[nH]1 | 17% | -1% | 0% | 22% | 2% | 14% | -6% | 10% | 20%
O=C(Nc1ccc(Br)cc1Cl)N1CCOCC1 | 12% | -54%[inhibitor] | -5% | 11% | 24% | 3% | -20% | 2% | 14%
Cc1[nH]c2ccc(Br)cc2c(=O)c1CN1CCOCC1 | -6% | -7% | 2% | -17% | 9% | -2% | 76%[activator] | 2% | -5%
O=c1[nH]c(=O)n(CCO)c2nnn(Cc3ccccc3)c12 | 0% | 0% | 13% | 14% | 0% | 4% | 2% | 5% | 10%
COc1ccc2occ(C(=O)c3ccccc3)c2c1 | 0% | -8% | 22% | 5% | 8% | ? | -1% | ? | -1%
O=C(c1cccs1)N1C[C@H](O)[C@@H](n2cc(C3CC3)nn2)C[C@@H]1c1ccccc1 | -2% | / | -5% | ? | 1% | 10% | 3% | 7% | 2%
CCNC(=O)Cc1ccc(Br)cc1 | 17% | -2% | 21% | 1% | -9% | 15% | -12% | 10% | 18%
Oc1ccc(Br)cc1/C=N/n1cnc2ccccc21 | ? | 2% | 15µM* | -8% | -5% | -6% | 31%[activator] | 0% | -15%
COc1cccc2c1ncc1c(-c3ccc(C)cc3)nn(-c3cccc([N+](=O)[O-])c3)c12 | / | / | 1% | 16% | / | 2% | 18% | 3% | /
O=C(N/N=C\c1ccc(Cl)s1)c1cccs1 | ? | -4% | ? | ? | 8% | -3% | -12% | ? | ?
CCOc1ccc(-c2ccc(NS(=O)(=O)c3cc(C)ccc3OC)cc2)nn1 | / | / | -13% | -16% | / | -16% | 0% | -12% | /
Nc1nc(Nc2ccc(Cl)cc2)n[nH]1 | -1%[9.24 µM] | -3% | -4% | 22% | -1% | -28% | -3% | 23% | -4%
CCN1CCN(C(c2cccc(F)c2)c2c(O)cc(C)n(Cc3ccco3)c2=O)CC1 (stereo not given) | / | / | 11% | -16% | / | 8% | 1% | 0% | /
CN(CC(=O)Nc1cccc(F)c1)C(=O)c1ccc2c(c1)CC(c1ccccc1)OC2=O (stereo not given) | 16µM* | 18µM* | ? | ? | -34%[inhibitor] | 21% | ? | 18µM* | ?
O=C(Cn1cnc2c(nnn2Cc2ccc(Cl)cc2)c1=O)N1CCN(c2ccccc2)CC1 | -20% | 2% | 13% | ? | 4% | ? | -7% | 2% | -7%
CCOc1cccc(C(=O)N(Cc2ccc(CC)cc2)C2CCS(=O)(=O)C2)c1 (stereo not given) | / | / | -10% | ? | / | 8% | -6% | -6% | /
Cc1ccc(NC(=O)N2CCc3ccccc3C2)cc1C | 6% | 6% | 1% | -30% | 7% | 7% | 6% | 5% | ?
CCC(C)Sc1nnc(NC(=O)c2ccco2)s1 (stereo not given) | 5% | -7% | -6% | 10% | -2% | 13µM* | 3% | -6% | 1%
Cc1ccnc2nc(C(=O)OCC(=O)NCc3cccc(Cl)c3)nn12 | 7% | -2% | -3% | 7% | 1% | 17% | -20% | 17% | 12%
CN(C(=O)N1CCN(c2ccccn2)CC1)c1ccccc1 | 8% | -7%[9.22 µM] | -9% | -14% | 14% | 3% | 20% | 2% | 12%
CCCN1CCN(CCCNC(=O)C2CCCN(c3nc4ccc(OCC)cc4s3)C2)CC1 (stereo not given) | 3% | 2% | 4% | -16% | -4% | -16% | -18% | 17% | 12%
COc1ccc(/C(O)=C/c2nc3ccccc3n(-c3ccccc3)c2=O)cc1 | 22% | ? | 0% | 34%[activator] | 19% | -4% | 15% | -4% | 24%
CCOCCCNC(=O)c1cc(Cl)c(NC(=O)C2=C(C)OCCS2)cc1OC | 0% | -3% | 5% | 2% | ? | 12% | 1% | 14% | 0%
COc1ccccc1CNc1ccc(Br)cn1 | -3% | -1% | -1% | ? | 10% | -5% | 8% | -13% | -2%
O=C(CSc1nc2ncc(Cl)cc2[nH]1)N(Cc1ccccc1)C1CCS(=O)(=O)C1 (stereo not given) | -9% | 10%[1.84 µM] | 16% | 11% | 0% | / | -1% | 10% | -7%
O=c1ccc2cc(S(=O)(=O)N3CCOCC3)ccc2o1 | 10% | -2% | 24% | 19% | 3% | -2% | 9% | 0% | 0%
Cc1ccccc1NS(=O)(=O)c1ccc(C(=O)NCC2CCCO2)cc1 (stereo not given) | -1% | 0% | -4% | -19% | -1% | 25% | 5% | 0% | -2%
COC(=O)CC(CC(=O)OC)n1cccc1 | 8% | 0% | 11% | 5% | 1% | 0% | -1% | 7% | 14%
NC(Cc1ccc(Cl)cc1)c1csc(Nc2cc(Oc3ccccc3)ncn2)n1 (stereo not given) | 18µM* | / | ? | ? | -21% | 0% | ? | ? | 18µM*
Cc1ccc(S(=O)(=O)CCC(=O)OCC(=O)N(C)C2CCS(=O)(=O)C2)cc1 (stereo not given) | 7% | -77%[inhibitor] | -4% | 19% | 7% | -9% | 0% | -1% | 11%
C=CCn1c(=O)c2c(C)c(C)sc2n2c(Nc3ccccc3)nnc12 | ? | -18% | -3% | -6% | 8% | -20% | -14% | 0% | ?
CCCOCCOC(=O)c1[nH]c2c(c1C)C(=O)CC(c1cc(OC)ccc1OC)C2 (stereo not given) | 4.1µM* | 3.7µM* | 5.8µM* | ? | 8% | 21% | -19% | 5.8µM* | 5.8µM*
CCOc1ccc(-c2nnn(CC(=O)NCc3ccc(C)cc3)n2)cc1 | 0% | ? | 5% | -23% | 4% | -4% | 0% | -5% | -1%
NC(=O)c1cc(NC(=O)CCNS(=O)(=O)c2cccc(C(F)(F)F)c2)cc(C(N)=O)c1 | 6% | -5% | 3% | 5% | 5% | -6% | 1% | 15% | 5%
COc1ccc(S(=O)(=O)N2CCSC2)cc1C | 11% | 0% | -11% | 9% | 12% | 17% | 7% | 0% | 11%
Cc1c(/C=N/NC(=O)c2cccs2)c2ccccc2n1Cc1ccccc1Cl | -20% | 15µM* | ? | ? | 9% | 20% | 0% | ? | -5%
COc1cc(OC)cc(C(=O)Nc2ccc(-n3cnnn3)c(C)c2)c1 | -3% | 0% | ? | 34%[activator] | -2% | -13% | 4% | -4% | -7%
O=C(Nc1ccccc1)c1ccc(=O)n(Cc2ccc(F)c(F)c2)c1 | -13% | 12% | ? | ? | 10% | -10% | -23% | ? | 7%
CC(C)(C)CC(C)(C)c1ccc(O)c(Cc2ccc(Cl)cc2Cl)c1 | 18µM* | 3%&11% | ? | ? | 17%&-3% | 9% | 5% | ? | 3.7µM*
COc1ccc(Cn2ccnc2SCC(=O)NC2CCCCC2)cc1 | 2% | 3% | -27% | -16% | 10% | 9% | 0% | 10% | -2%
COc1ccc(CNC(=O)C(c2ccncc2)N(C(=O)Cc2cccs2)c2cccc(C)c2)cc1 (stereo not given) | 0% | -2% | -10% | ? | 0% | -11% | ? | 13% | 0%
Cc1ccc(S(=O)c2ccc(C)cc2)cc1 | 1% | 1% | 7% | -1% | -2% | ? | -16% | 7% | 0%
Cc1nc(-c2ccc(S(=O)(=O)Nc3cc(Cl)ccc3C)cc2)co1 | / | / | ? | ? | -1% | 22µM* | 4% | 18% | /
COc1ccc(NC(=O)C2CCCN(c3ncccn3)C2)cc1 (stereo not given) | 15% | -29% | 26% | 33%[activator] | 13% | 6% | -13% | 1% | 29%
